Compound activity from PubChem BioAssay.
ROS inducer: inducers of reactive oxygen species in cancer cells; AID 624156; U2OS ROS induction, H2DCF-DA fluorescence; ROS induction (% of piperlongumine), % at 10 µM; 46,000 tested, 2% active; in the data active = ROS induction above about 79%, passing the limit was not always enough;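 note: 0% = DMSO vehicle median and 100% = reference compound median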
* marks the source's active call; other numbers are inactive results. Not all compounds are listed; the hit share may differ from the screen's.

SMILES	ROS inducer
COc1cc(S(=O)(=O)n2nnc3ccccc32)c(OC)cc1Cl	-3
Cc1ccc(C(C)C)c(OCc2ccc(N)cc2)c1	5
COc1ccc(C(=O)NCc2c(-c3ccccc3)noc2C)cc1	2
Cc1noc(C)c1NC(=O)N(C)C[C@@H]1Oc2ccc(NC(=O)C3CCCCC3)cc2C(=O)N([C@@H](C)CO)C[C@H]1C	-9
[N-]=[N+]=Nc1ccccc1C[C@@]1(C(=O)N2CCOCC2)N=C(c2ccc(OCCCO)cc2)O[C@@H]1c1ccccc1	11
C[C@H](CO)N1C[C@H](C)[C@@H](CN(C)CC2CCCCC2)Oc2ccc(NS(=O)(=O)c3cccs3)cc2C1=O	-7
COC(=O)CCCCC(=O)c1[nH]c(=O)[nH]c1C	-3
COc1ccc2c(Sc3ccc(Cl)cc3)c(C(=O)N(C)Cc3ccccc3)[nH]c2c1	-15
C[C@@H]1CN([C@@H](C)CO)C(=O)c2cccc(NC(=O)c3ccc(-c4nccs4)cc3)c2O[C@H]1CN(C)S(=O)(=O)c1ccccc1	-6
CCN(Cc1ccccc1)S(=O)(=O)c1cc(Cl)ccc1Cl	30
COc1ccc(NC(=O)Nc2ccc3c(c2)C(=O)N([C@H](C)CO)C[C@H](C)[C@@H](CN(C)C(=O)Nc2c(C)noc2C)OCCCC[C@@H](C)O3)cc1	16
COC(=O)C1CN(C(=O)COc2ccccc2)c2ccccc2O1 (stereo unspecified)	-9
Cc1noc(C)c1S(=O)(=O)Nc1ccc2c(c1)CC(=O)N([C@H](C)CO)C[C@@H](C)[C@@H](CN(C)Cc1ccncc1)O2	5
C[C@H](CO)N1C[C@H](C)[C@@H](CN(C)S(=O)(=O)c2ccccc2)Oc2c(NC(=O)C3CCOCC3)cccc2C1=O	2
C[C@H](CO)N1C[C@H](C)[C@H](CN(C)C(=O)Nc2ccccc2)Oc2ccc(NC(=O)C3CC3)cc2C1=O	-15
Cc1ccc2nc(S/C=C/C(=O)c3ccccc3)[nH]c2c1	59
Cc1ccc(-c2nnc(SCC(=O)Nc3ccc4c(c3)oc3ccccc34)n2C)c(Cl)c1	15
C[C@H](CO)N1C[C@H](C)[C@H](CN(C)C(=O)Nc2ccc3c(c2)OCO3)Oc2c(NC(=O)C3CCCCC3)cccc2C1=O	-5
O=C(CSc1nnc(-c2ccc(Br)cc2)o1)Nc1ccccc1Cl	26
COc1ccc(S(=O)(=O)N(C)C[C@@H]2Oc3c(NS(C)(=O)=O)cccc3C(=O)N([C@H](C)CO)C[C@@H]2C)cc1	-13
O=C(N/N=C/c1ccncc1Br)c1ccccn1	11
C[C@@H]1CN([C@@H](C)CO)C(=O)Cc2cc(NC(=O)NC3CCCCC3)ccc2O[C@@H]1CN(C)S(=O)(=O)c1ccc(Cl)cc1	2
CNC(=O)Nc1cccc(-c2cc(-c3c(Cl)cccc3Cl)no2)c1	3
COc1ccc(NC(=O)N(C)C[C@@H]2Oc3ccc(NC(=O)C4CC4)cc3C(=O)N([C@@H](C)CO)C[C@@H]2C)cc1	-11
Cc1ccc(-n2c(SCC(=O)Nc3ccc(Cl)cc3C)nnc2-c2ccccc2)cc1	16

The final five compounds of the section above lead into the next.
SMILES	ROS inducer
O=C(N/N=C/c1ccncc1Br)c1ccccn1	11
C[C@@H]1CN([C@@H](C)CO)C(=O)Cc2cc(NC(=O)NC3CCCCC3)ccc2O[C@@H]1CN(C)S(=O)(=O)c1ccc(Cl)cc1	2
CNC(=O)Nc1cccc(-c2cc(-c3c(Cl)cccc3Cl)no2)c1	3
COc1ccc(NC(=O)N(C)C[C@@H]2Oc3ccc(NC(=O)C4CC4)cc3C(=O)N([C@@H](C)CO)C[C@@H]2C)cc1	-11
Cc1ccc(-n2c(SCC(=O)Nc3ccc(Cl)cc3C)nnc2-c2ccccc2)cc1	16
C[C@@H]1CN([C@@H](C)CO)C(=O)c2cc(NC(=O)Nc3ccc(C(F)(F)F)cc3)ccc2O[C@H]1CN(C)S(C)(=O)=O	38
C[C@@H]1CN([C@@H](C)CO)C(=O)c2cc(NS(=O)(=O)c3cn(C)cn3)ccc2O[C@@H]1CN(C)S(=O)(=O)c1ccc(Cl)cc1	-14
Cc1ccccc1Cn1nc(C)c(NC(=O)C2CC(c3cccc(Br)c3)=NO2)c1C (stereo unspecified)	0
C[C@H]1CN([C@@H](C)CO)C(=O)c2cc(NC(=O)Nc3ccc4c(c3)OCO4)ccc2O[C@H]1CN(C)Cc1ccc(C(=O)Nc2ccccc2N)cc1	-10
CC(C)NC(=O)N(C)C[C@@H]1Oc2ccc(NC(=O)Cc3cn(C)c4ccccc34)cc2C(=O)N([C@H](C)CO)C[C@H]1C	-1
COc1ccc(NC(=O)N(C)C[C@@H]2Oc3ccc(NC(=O)Nc4ccc(F)cc4)cc3CC(=O)N([C@H](C)CO)C[C@H]2C)cc1	1
Cc1occc1C(=O)Nc1ccc(F)c(F)c1	-8
CC(C)NC(=O)N(C)C[C@H]1Oc2ccc(NC(=O)CCCN(C)C)cc2C(=O)N([C@H](C)CO)C[C@@H]1C	1
COc1ccc(NC(=O)Nc2cccc3c2O[C@H](CN(C)S(=O)(=O)c2cn(C)cn2)[C@@H](C)CN([C@@H](C)CO)C3=O)cc1	-4
COc1ccc(S(=O)(=O)Nc2cccc3c2O[C@H](CN(C)S(=O)(=O)c2ccc(Cl)cc2)[C@H](C)CN([C@@H](C)CO)C3=O)cc1	-3
C[C@H]1CN([C@@H](C)CO)C(=O)Cc2cc(NS(=O)(=O)c3cccs3)ccc2O[C@H]1CN(C)Cc1ccc2c(c1)OCO2	-8
Cc1ccc(S(=O)(=O)Nc2ccc3c(c2)C(=O)N([C@H](C)CO)C[C@H](C)[C@@H](CN(C)C(=O)Nc2ccccc2)O3)cc1	-18
CC(C)N(C(=O)Cn1c(-c2ccco2)nc2ccccc21)c1ccccc1	64
COc1ccc(OC)c(N(CC(=O)Nc2ccc(I)cc2C)S(C)(=O)=O)c1	-8
C[n+]1cc(-c2ccc3ccccc3n2)cc2ccccc21	14
CC(=O)Nc1ccc(NC(=O)COc2ccccc2C(=O)Nc2cccc(Cl)c2Cl)cc1	-10
CCN(CC)CCNc1ccc2nnc(CCNC(=O)c3ccc(C)cc3)n2n1	-10
COc1ccc(Cn2c(-c3nonc3NC(C)=O)nc3ccccc32)cc1	-11
C[C@H]1CN([C@@H](C)CO)C(=O)c2cccc(NC(=O)c3ccc(-c4nccs4)cc3)c2O[C@@H]1CN(C)Cc1ccc(C(=O)O)cc1	-10
CC(c1cccnc1)N(C(=O)Nc1ccccc1)C1CCCCC1 (stereo unspecified)	-14
C[C@@H]1CN([C@H](C)CO)C(=O)c2cccc(NC(=O)Nc3ccc(C(F)(F)F)cc3)c2O[C@@H]1CN(C)C	-5
Cc1nnc2c(N3CCCC3)nc3ccccc3n12	-1
COc1ccc(CN(C)C[C@@H]2Oc3c(NC(=O)Nc4c(C)noc4C)cccc3C(=O)N([C@@H](C)CO)C[C@@H]2C)cc1	-6
COc1cc(CSc2nnnn2-c2ccc(C)cc2C)cc(OC)c1OC	25
CCN(CC)c1ccc(/C=C/C#N)cc1	-1

Of the compounds above, these contain fluorine:
SMILES	ROS inducer
C[C@@H]1CN([C@@H](C)CO)C(=O)c2cc(NC(=O)Nc3ccc(C(F)(F)F)cc3)ccc2O[C@H]1CN(C)S(C)(=O)=O	38
COc1ccc(NC(=O)N(C)C[C@@H]2Oc3ccc(NC(=O)Nc4ccc(F)cc4)cc3CC(=O)N([C@H](C)CO)C[C@H]2C)cc1	1
Cc1occc1C(=O)Nc1ccc(F)c(F)c1	-8
C[C@@H]1CN([C@H](C)CO)C(=O)c2cccc(NC(=O)Nc3ccc(C(F)(F)F)cc3)c2O[C@@H]1CN(C)C	-5

Continued.
SMILES	ROS inducer
NC(=O)c1ccc2ccccc2c1	20
CC(C)NC(=O)N(C)C[C@H]1Oc2ccc(NC(=O)CCCN(C)C)cc2C(=O)N([C@@H](C)CO)C[C@@H]1C	7
C[C@H](CO)N1C[C@H](C)[C@@H](CN(C)C(=O)Nc2ccccc2)Oc2ccc(NS(=O)(=O)c3cccs3)cc2C1=O	-5
CC(=O)c1cccc(NC(=O)CN(C2CCCCC2)S(=O)(=O)c2ccccc2)c1	3
C[C@H](CO)N1C[C@H](C)[C@H](CN(C)C(=O)Nc2ccc(F)cc2)Oc2ccc(NS(=O)(=O)c3ccc(F)cc3)cc2CC1=O	19
O=C(CCCN1C(=O)c2ccccc2C1=O)Nc1ccccc1F	-15
COc1ccc(NC2=Nc3ccccc3CC2)cc1	28
COc1ccc(S(=O)(=O)Nc2ccc3c(c2)C(=O)N([C@@H](C)CO)C[C@@H](C)[C@H](CN(C)S(=O)(=O)c2ccc(Cl)cc2)O3)cc1	2
Cc1ccc(S(=O)(=O)Nc2cccc3c2O[C@H](CN(C)S(=O)(=O)c2ccc(F)cc2)[C@H](C)CN([C@H](C)CO)C3=O)cc1	-3
C[C@H]1CN([C@@H](C)CO)C(=O)c2cccc(NS(=O)(=O)c3ccccc3)c2O[C@@H]1CN(C)Cc1ccc(Oc2ccccc2)cc1	52
C=CCOc1nc(F)c(Cl)c2c1Oc1cc(Br)c(Br)cc1O2	-9
CCC(CO)NC(=S)Nc1cc(C(F)(F)F)cc(C(F)(F)F)c1 (stereo unspecified)	22
Cc1nc(SCC(=O)c2ccc(Cl)s2)c2c(C)c(C)sc2n1	-6
COc1ccc(S(=O)(=O)N(C)C[C@@H]2Oc3ccc(NC(=O)CCCCCC(=O)Nc4ccccc4N)cc3C(=O)N([C@H](C)CO)C[C@@H]2C)cc1	25
C[C@H]1CN([C@@H](C)CO)C(=O)CCCn2cc(nn2)CO[C@@H]1CN(C)S(=O)(=O)c1ccc2ccccc2c1	14
C[C@@H]1CN([C@@H](C)CO)C(=O)c2cc(NC(=O)CCCN(C)C)ccc2O[C@@H]1CN(C)S(C)(=O)=O	-4
COc1cc2c(cc1OC)CN(C(=O)[C@H]1[C@@H]3C(=O)O[C@@H](c4ccccc4)[C@@H](c4ccccc4)N3[C@@H](c3ccc(OCCO)cc3)[C@]13C(=O)Nc1ccccc13)CC2	20
C[C@H]1CN([C@@H](C)CO)C(=O)c2cccc(NC(=O)c3cnccn3)c2O[C@@H]1CN(C)S(=O)(=O)c1ccc(Cl)cc1	-2
CCOc1cc(/C=C2/SC(=N)N(c3nccs3)C2=O)ccc1OCCN1CCOCC1	96*
CC(=O)c1cccc(NC(=O)CCN2C(=O)c3ccccc3S2(=O)=O)c1	-10
C=CCN(CC=C)S(=O)(=O)c1ccc(C(=O)Nc2nc3c(s2)CC(C)CC3)cc1 (stereo unspecified)	-2
CC(=O)CC(c1ccc([N+](=O)[O-])cc1)c1c(O)c2ccccc2oc1=O (stereo unspecified)	-5
C[C@H]1CN([C@@H](C)CO)C(=O)Cc2cc(NC(=O)C3CC3)ccc2O[C@H]1CN(C)S(=O)(=O)c1ccc(F)cc1	-5
CC(C)=CCc1c(O)c(CC=C(C)C)c2c(c1O)C(=O)CC(c1ccccc1)O2 (stereo unspecified)	8
C[C@@H]1CN([C@@H](C)CO)C(=O)c2cc(NC(=O)CCN3CCOCC3)ccc2O[C@H]1CN(C)C(=O)Nc1ccccc1	-10

Sorted by count of non-hydrogen atoms (rising): 3 of the compounds above
SMILES	ROS inducer
C=CCN(CC=C)S(=O)(=O)c1ccc(C(=O)Nc2nc3c(s2)CC(C)CC3)cc1 (stereo unspecified)	-2
C[C@H]1CN([C@@H](C)CO)C(=O)CCCn2cc(nn2)CO[C@@H]1CN(C)S(=O)(=O)c1ccc2ccccc2c1	14
COc1cc2c(cc1OC)CN(C(=O)[C@H]1[C@@H]3C(=O)O[C@@H](c4ccccc4)[C@@H](c4ccccc4)N3[C@@H](c3ccc(OCCO)cc3)[C@]13C(=O)Nc1ccccc13)CC2	20

Next part:
SMILES	ROS inducer
COc1ccc2c(c1)c(=O)oc1cc(OC(C)C)ccc12	114*
COc1ccc(NC(=O)Nc2ccc3c(c2)C(=O)N([C@H](C)CO)C[C@H](C)[C@H](CN(C)Cc2ccc(Cl)c(Cl)c2)OCCCC[C@@H](C)O3)cc1	40
COc1ccc(NC(=O)c2cccc(C)c2)c(OC)c1	3
COc1ccc(CN(C)C[C@H]2Oc3c(NC(=O)C4CCCCC4)cccc3C(=O)N([C@@H](C)CO)C[C@H]2C)cc1	-7
C[C@@H]1CN([C@@H](C)CO)C(=O)c2cc(NC(=O)CCN3CCOCC3)ccc2O[C@@H]1CN(C)Cc1ccc(Cl)c(Cl)c1	-1
Cc1nn(-c2ccccc2)nc1C(=O)NC1CCS(=O)(=O)C1 (stereo unspecified)	7
Cc1cc2c(cc1O[C@@H]1O[C@H](CO[C@@H]3OC[C@@H](O)[C@H](O)[C@H]3O)[C@@H](O)[C@H](O)[C@H]1O)C(=O)c1ccccc1C2=O	1
C[C@@H]1CN([C@@H](C)CO)C(=O)c2cccc(NS(=O)(=O)c3cccs3)c2O[C@@H]1CN(C)S(=O)(=O)c1cn(C)cn1	1
C[C@H]1CN([C@@H](C)CO)C(=O)c2cccc(NC(=O)c3ccc(-c4nccs4)cc3)c2O[C@@H]1CN(C)C(=O)Nc1ccc(F)cc1	-3
C[C@H](CO)N1C[C@H](C)[C@H](CN(C)C(=O)c2ccncc2)OCc2cn(nn2)CCCC1=O	-12
C[C@H](CO)N1C[C@H](C)[C@H](CN(C)Cc2ccc(-c3ccccc3)cc2)Oc2ccc(NS(=O)(=O)c3ccc(Cl)cc3)cc2CC1=O	142*
Cc1cc(C(=O)Nc2cccc3c2O[C@@H](CN(C)CC2CC2)[C@H](C)CN([C@H](C)CO)C3=O)n(C)n1	4
CS(=O)(=O)CCC(C(=O)Nc1cccc2ncccc12)N1C(=O)c2cc(Cl)c(Cl)cc2C1=O (stereo unspecified)	3
COc1cc(/C=C/C(=O)OCC[N+](C)(C)C)cc(OC)c1O	-8
OCc1ccccc1CN1CCCCC1	-11
C[C@@H]1CN([C@H](C)CO)C(=O)c2cc(NS(C)(=O)=O)ccc2O[C@@H]1CN(C)C(=O)NC1CCCCC1	-9
COC(=O)c1ccc(O)c(/C=N/N(CCO)C2=NS(=O)(=O)c3ccccc32)c1	17
CNC[C@H]1Oc2ccc(NC(=O)NC3CCCCC3)cc2C(=O)N([C@@H](C)CO)C[C@@H]1C	-9
C[C@@H]1CN([C@@H](C)CO)C(=O)Cc2cc(NC(=O)C3CC3)ccc2O[C@@H]1CN(C)C(=O)NC1CCCCC1	-5
C[C@H]1CN([C@@H](C)CO)C(=O)c2cc(NC(=O)Nc3ccc(F)cc3)ccc2O[C@H]1CN(C)C(=O)Nc1ccc(F)cc1	-5
